Compound activity as filed in PubChem.
CCT modulator: changes cytosolic chaperonin activity. purified chaperonin ATPase assay, HTRF ADP detection, 30 min. activity change, % (test concentration not listed), hits read low. 0.3% of 360,000 active; in the data active = activity change below about -30%; note: % is set by controls: 0 for no effect and ±100 for the full control effect
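Enzyme 40 or 20 nM (batch-dependent) in Tris pH 7.4/KCl/MgCl2/DTT; cpd 76 uM single point; ATP 10 uM; 30 min 37 °C; Transcreener ADP HTRF detection, 30 min RT; ratio 665/615.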
MmCpn inh: blocks the Methanococcus maripaludis chaperonin Mm-Cpn. purified Mm-Cpn ATPase, ADP Transcreener TR-FRET. Potency, µM (series often up to 76.9 µM), without a hit: at the top dose activity, negative = inhibition, usual class: inhibitors. 0.031% of 330,000 active. AID 504842; note: potency is the fitted concentration of half-maximal effect; % is set by controls: 0 for no effect and ±100 for the full control effect; nearly all actives have a fitted effect of over 80% in size
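TR-FRET (320 nm excitation; 590 and 665 nm emission) reports ADP made from 10 uM ATP by 25 nM enzyme; compounds were preincubated 10 min, reaction run 30 min, both at 37°C.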
Nrf2 activator: activates Nrf2 signaling; 0.31% of 410,000 active; Potency, µM (top dose mostly 46.1 µM), for inactives: at the highest dose activation, hits mostly activators; AREc32 ARE-luciferase reporter (MCF7-derived line), luminescence, 24 h; note: potency is the fitted concentration of half-maximal effect; % of control where 0% means no effect; nearly all actives have a fitted effect of over 65% in size
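AREc32 cells carrying an ARE-driven firefly luciferase reporter were seeded at 1000 cells/well in OPTI-MEM with 5% FBS, then exposed to compound for 24 hr at 37 deg C. Luminescence was read with Steady-Glo after 30 min at RT.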
ATXN viability: cell viability loss in ATXN counter-screen | S2 cells (HEK-293 line with an ATXN2-luciferase reporter) viability, CellTiter-Fluor protease fluorescence, 24 h | Potency, µM (top dose mostly 56.7 µM), usual class: cytotoxic | 0.49% of 400,000 active; note: potency is the fitted concentration of half-maximal effect; nearly all actives have a fitted effect of over 40% in size
Nrf2 block: inhibitors of Nrf2 signaling | A549 ARE-Fluc reporter, luciferase luminescence, 18-24 h | Potency, µM (titrated, usually from 46 µM), for inactives: top-dose activity change, negative = inhibition, usual class: inhibitors | 2.1% of 360,000 active; note: potency is the fitted concentration of half-maximal effect; % is set by controls: 0 for no effect and ±100 for the full control effect; nearly all actives have a fitted effect of over 60% in size
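Nrf2 activity is the BugLite luminescence, read 15 min after reagent at room temperature, following CellTiter-Fluor cytotoxicity readout (30 min, 37C). Compound titrations were applied for 18-24 h to 5000 A549 ARE_Fluc cells/well in 5% FBS OPTI-MEM.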
TGFb SMAD3 inh: TGF-b pathway inhibition; HepG2 CAGA-GFP TGF-b/SMAD3 reporter, GFP fluorescence, 18 h; TGF-beta stimulated, 500 pg/mL final; Potency, µM (top dose mostly 46.1 µM), for the others: top-dose activity, negative = inhibition, most hits filed as inhibitors; 1.2% of 410,000 active; AID 588855; note: potency is the fitted concentration of half-maximal effect; % is set by controls: 0 for no effect and ±100 for the full control effect; nearly all actives have a fitted effect of over 65% in size
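Using HEPG2 CAGA-GFP reporter cells at 1000 cells/well, we pinned test compounds, stimulated with recombinant TGF-beta (500 pg/mL final) and measured total well GFP after 18 h.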
A549 tox: kills or reduces viability of A549 cells in Nrf2 counter-screen; A549 ARE-Fluc cells, CellTiter-Fluor viability, 18-24 h; Potency, µM (doses to about 46 µM), for the others: at the highest dose activity change, negative = cytotoxicity, usual class: inhibitors; 0.16% of 390,000 active; note: potency is the fitted concentration of half-maximal effect; % is set by controls: 0 for no effect and ±100 for the full control effect
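A549 ARE_Fluc cells in 5% FBS OPTI-MEM were exposed to compounds in concentration-response for 18-24 h at 37 deg C. Viability was read by CellTiter-Fluor fluorescence (Ex 405/Em 525) after 30 min, before the luciferase read.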
pAkt inh: Akt phosphorylation inhibition; Neuro2A IGF-stimulated pAkt S473 HTRF, 20 min; stronger effect = lower value; 0.32% of 360,000 active; activity change, % for hits at 50 µM; in the data active = activity change below about -80%; inconclusive = mostly about -51% to -80%; note: % is set by controls: 0 for no effect and ±100 for the full control effect
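Single-point screen (50 µM final compound) in Neuro2A cells stimulated 20 min with 6 nM IGF at 37 deg C. After lysis, Ser473-phosphorylated Akt read by HTRF (ex 330 nm, em 615/665 nm) as the 665/615 ratio.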
HepG2 viability: kills HepG2 cells in TGF-b inhibitor counter-screen; Potency, µM (series often up to 46.1 µM), for the others: at the top dose activity change, negative = cytotoxicity, hits mostly cytotoxic; HepG2 CAGA-GFP viability, ATP luminescence, 18 h; 0.76% of 410,000 active; AID 588856; note: potency is the fitted concentration of half-maximal effect; some results filed as inactive show a strong effect at the top dose
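CellTiter-Glo luminescence gave cytotoxicity after 18 hours at 37 degrees C. The cells were HepG2 CAGA-GFP in 1% FBS DMEM, stimulated with 500 pg/mL TGF-beta after compound addition. %Activity was normalised to no-cell wells (complete cell-killing) and DMSO (no toxicity), and curves were fitted and classified.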
The depositor's hits bear a star; i = inactive; ? = inconclusive; . = no result given; [ ] = another dose, or the depositor's remark. Unless noted, calls come from the whole dose curve; as a rule, active = well fitted curve in the direction sought with a large enough effect; inconclusive = small, poorly fitted or top-dose-only effect, or another doubt; inactive = no such curve, though single readings can be large; an effect the other way counts as inactive or inconclusive.

SMILES | CCT modulator | MmCpn inh | Nrf2 activator | ATXN viability | Nrf2 block | TGFb SMAD3 inh | A549 tox | pAkt inh | HepG2 viability
COc1cc(C2C3C(=O)N(Cc4ccccc4)C(=O)C3ON2c2ccccc2)cc(OC)c1OC (centres undefined) | -2.0 | 0% | 1.1% | i | 38% | 7% | 7% | i | 3%
COc1ccc(C2/C=C\CN(Cc3ccccc3)C(C)C(=O)N2Cc2ccc(F)cc2)cc1 (centres undefined) | . | . | . | . | ? | ? | 3% | . | -4%
Cc1cc(C)n(C2CCCCC2OC(=O)c2ccccc2F)n1 (centres undefined) | -2.0 | -20% | -0.1% | i | 3% | 0% | 6% | i | -20%
CC(C)c1ccc(C(=O)NC(=S)Nc2ccc3[nH]c(=O)[nH]c3c2)cc1 | -2.7 | 0% | 2.0% | i | -3% | 22% | 2% | i | 4%
COCCN(Cc1cc2cc(C)ccc2n2nnnc12)C(=S)Nc1ccc(OC)cc1 | 0.0 | . | 0.2% | i | -21% | 1% | -10% | i | 3%
CCN(CC)S(=O)(=O)c1ccc(C(=O)Nn2cnnc2)cc1 | 0.9 | 0% | -0.5% | i | 2% | 0% | -1% | i | 7%
Cc1ccc(N(CC(=O)NCc2ccccc2Cl)S(=O)(=O)c2cccs2)cc1 | -0.5 | 0% | 0.1% | i | -22% | -14% | -1% | i | -2%
COc1ccc(C)cc1NC(=O)c1ccc(NS(=O)(=O)c2cccc3cccnc23)cc1 | -0.4 | -17% | -1.1% | i | ? | 1% | -2% | i | 5%
Cc1ccc(C(=O)NCc2ccco2)o1 | 0.8 | -1% | -0.3% | i | 1% | -6% | 6% | i | -3%
COc1ccc2nc(C)cc(NCCN3CCOCC3)c2c1 | 0.5 | -3% | -0.4% | i | 1% | 3% | -9% | i | -2%
CCc1c(O)nc(SCc2nc3ccccc3c(=O)[nH]2)[nH]c1=O | -5.1 | -1% | 3.6% | i | -17% | -16% | 3% | i | -2%
CCNC(=S)NCc1ccc(Cl)cc1 | -2.7 | . | 0.0% | i | -8% | 1% | -2% | i | -19%
O=S(=O)([N-]c1nc2ccccc2nc1-[n+]1ccccc1)c1ccccc1 | -4.2 | -4% | 0.3% | i | 7% | 17% | 0% | i | 4%
COc1ccccc1N1CCN(C(c2ccc(Cl)cc2)c2nnnn2C(C)(C)C)CC1 (centres undefined) | -1.5 | 0% | 4.0% | i | . | ? | ? | i | -16%
Oc1ccc(C=NCC2COc3ccccc3O2)cc1 (centres undefined) | -1.0 | 0% | 0.3% | i | 4% | -28% | 4% | i | -44%
COc1cccc(C(=O)NCCOc2cc(C)cc(C)c2)c1 | 0.0 | 1% | 0.2% | i | 1% | -11% | 6% | i | 0%
CCC(C)C(N=C1NS(=O)(=O)c2ccccc21)C(=O)N1CCC(C)CC1 (centres undefined) | -0.8 | 2% | 0.7% | i | 19% | 3% | -3% | i | 1%
CC(=O)C1=C(O)C(=O)N(c2nccs2)C1c1ccccc1F (centres undefined) | 1.3 | -12% | -0.8% | i | 3% | 14% | -7% | i | -19%
CC(=S)c1c(C)cc2cc(C)ccn12 | -0.9 | 3% | -0.7% | i | -11% | 10% | -4% | i | -3%
O=C(OCCN1CCCCC1)c1ccccc1F | -2.5 | 2% | -1.2% | i | 12% | -10% | 6% | i | -14%
O=C(C1CCCN(S(=O)(=O)c2ccc(Cl)cc2)C1)N1CCCC1 (centres undefined) | 0.6 | -2% | 0.4% | i | -8% | -15% | 11% | i | -14%
O=C(CSc1ccc(-c2ccco2)nn1)N1CCCC1 | 0.2 | -1% | 10µM* | i | 14% | -3% | -8% | i | -19%
COc1cccc(NC(=O)CN(C)C(=O)c2oc3c(ccc4ccccc43)c2C)c1 | 1.3 | -5% | 1.7% | i | -15% | ? | -2% | i | -20%
Cc1nnc(C)n1/N=C/c1cccnc1 | -1.6 | 0% | 0.0% | i | 9% | -2% | -2% | i | 0%
COCCNC(=O)CN1N=C(c2ccc(OC)cc2)CCC1=O | 2.3 | 0% | -0.1% | i | -3% | 0% | 2% | i | 1%
COC(=O)c1c(C)oc(C)c1S(=O)(=O)N1CCCCC1 | -1.5 | 1% | 0.5% | ? | 8% | -18% | 3% | i | -1%
O=C(CSc1nnc(CN2CCOCC2)n1-c1ccccc1)Nc1ccc(Cl)cc1 | -0.2 | 1% | -0.4% | i | -7% | -5% | 4% | i | -38%
COc1ccccc1-c1nnc(C2CCN(S(=O)(=O)c3ccccc3)CC2)o1 | . | . | 14% | i | -11% | ? | 2% | . | -1%
Cc1cccc(/C=N/NC(=O)C[n+]2ccccc2)c1 | 1.9 | 2% | -0.7% | i | 6% | -16% | 0% | i | 11%
C=CCn1c(=O)c2c(nc3n2CCCN3CCc2ccccc2)n(C)c1=O | -1.7 | -3% | 3.7% | i | -15% | 14% | 3% | i | 8%

A section taken from the entries so far:
SMILES | CCT modulator | MmCpn inh | Nrf2 activator | ATXN viability | Nrf2 block | TGFb SMAD3 inh | A549 tox | pAkt inh | HepG2 viability
O=C(C1CCCN(S(=O)(=O)c2ccc(Cl)cc2)C1)N1CCCC1 (centres undefined) | 0.6 | -2% | 0.4% | i | -8% | -15% | 11% | i | -14%
O=C(CSc1ccc(-c2ccco2)nn1)N1CCCC1 | 0.2 | -1% | 10µM* | i | 14% | -3% | -8% | i | -19%
COc1cccc(NC(=O)CN(C)C(=O)c2oc3c(ccc4ccccc43)c2C)c1 | 1.3 | -5% | 1.7% | i | -15% | ? | -2% | i | -20%
Cc1nnc(C)n1/N=C/c1cccnc1 | -1.6 | 0% | 0.0% | i | 9% | -2% | -2% | i | 0%

(list continues)
SMILES | CCT modulator | MmCpn inh | Nrf2 activator | ATXN viability | Nrf2 block | TGFb SMAD3 inh | A549 tox | pAkt inh | HepG2 viability
Cc1nnc(-c2cccc(Br)c2)c2cn(-c3ccccc3Cl)nc12 | -25 | -2% | 2.7% | ? | ? | -9% | -11% | i | -24%
Cc1cccc2cc(CN(Cc3cccs3)C(c3nnnn3C3CCCC3)C(C)C)c(=O)[nH]c12 (centres undefined) | 0.6 | 3% | -0.1% | i | 10% | ? | 0% | i | -6%
CC(O)CCc1nc2ccc(C(=O)O)cc2[nH]1 (centres undefined) | -1.6 | 0% | 0.3% | i | 30% | 13% | 2% | i | -5%
Cc1ccc(S(=O)(=O)N2CCCC(C(=O)O)C2)s1 (centres undefined) | -94* | 0% | -1.2% | i | -1% | -2% | -2% | i | -3%
CN(C)c1ccc(-c2ccc3oc(-c4ccsc4)cc(=O)c3c2)cn1 | -4.3 | 2% | 2.2% | i | ? | -7% | 7% | i | -15%
CNN/C(N=Cc1ccc([N+](=O)[O-])s1)=N\S(=O)(=O)c1cc(C)c(Cl)cc1SCc1ccccc1 | 0.2 | . | 0.0% | i | ? | ? | -22% | i | -4%
CCN1CCc2c(OCC(=O)N3CCCCC3)cccc2C1=O | 0.1 | -5% | 0.1% | i | 5% | 0% | -6% | i | 5%
CCCCn1c(N)c(N(CC)C(=O)c2c(CC)noc2C)c(=O)[nH]c1=O | -0.4 | 0% | 0.3% | i | 11% | -8% | -2% | i | -12%
Cc1ccsc1C(=O)Nc1ccc(OCc2ccccc2)cc1 | -2.8 | -5% | -0.9% | ? | 2% | 4% | 0% | i | -31%
COc1ccc(-c2csc(C(C)(NC(C)=O)c3ccccc3)n2)cn1 (centres undefined) | -1.0 | . | -0.3% | i | . | 8% | . | i | -4%
COC(=O)c1c(NC(=O)c2ccco2)sc(C)c1C | 1.7 | 2% | ? | i | 24% | -1% | 15% | i | -2%
Cn1c(=O)c(=O)n(C)c2cc(S(=O)(=O)CCC(=O)N3CCCCC3)ccc21 | 1.3 | 2% | 0.2% | i | 5% | -2% | 11% | i | -7%
O=c1c2ccccc2sn1-c1ccc(F)cc1 | -0.7 | -2% | 20% | ? | -11% | 10µM* | 0% | i | -92%
O=C1Nc2ccccc2Oc2cc([N+](=O)[O-])ccc21 | 1.3 | -6% | 9.1% | i | ? | ? | -8% | i | -28%
CCOC(=O)CSc1ncc(OC)c(Sc2ccc(Cl)cc2)n1 | 0.3 | -10% | 0.3% | i | -10% | 28% | -16% | i | -23%
COc1cccc(CNC(=O)CCl)c1 | 1.7 | 0% | 3.0% | i | 2% | 19% | -1% | i | 15%
Cc1ccccc1OCC(=O)N1N=C(C(F)(F)F)CC1(O)C(C)(C)C (centres undefined) | -2.2 | 3% | 0.3% | i | -5% | ? | -4% | i | 11µM*
Cc1ccc(S(=O)(=O)NNc2ccccc2)cc1 | -1.9 | -2% | 0.3% | i | . | 20% | 10% | i | -9%
CC(C)NC(=O)Nc1cccc2c1O[C@@H](CN(C)S(=O)(=O)c1ccc(F)cc1)[C@@H](C)CN([C@H](C)CO)C2=O | -1.5 | -3% | -0.7% | i | -13% | -1% | 8% | i | -10%
COc1ccc(C)cc1NC(=O)Nc1cccc(OCc2cc(=O)n3ccc(C)cc3n2)c1 | . | . | 1.1% | . | . | 17% | 0% | . | -3%
COc1ccc([C@H]2N[C@]3(CCCN(Cc4ccccc4)C3=O)[C@H]3C(=O)N(Cc4ccccc4)C(=O)[C@@H]23)cc1 | -1.8 | . | 0.3% | i | . | ? | . | i | -28%
CCc1nc2ccc(C(=O)N3CCCC(C(N)=O)C3)cn2c1N(C=O)CC (centres undefined) | -0.7 | . | -0.3%[9.22 µM] | i | . | 44%[activator] | . | i | 2%
CCN(CC)S(=O)(=O)c1cccc(C(=O)N[C@H](C(=O)O)C(C)C)c1 | 0.5 | 2% | 0.3% | i | -1% | 3% | -5% | i | -15%
Oc1cccc(C2c3[nH]c4ccccc4c3CCN2Cc2cnn(-c3ccccc3)c2)c1 (centres undefined) | -10 | 2% | 8.0% | i | -12% | ? | -10% | i | -36%
